Screening data as filed in PubChem BioAssay.
TRHR enhancer = allosterically enhances the human TRH receptor; TRHR cells, fluo-8 calcium fluorescence, EC20 TRH enhancement; enhancement, % at 2 µM; 0.66% of 360,000 active; P34981; in the data active means enhancement above about 30%; further: 0% is about no effect
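TRHR-expressing cells loaded with fluo-8 calcium dye were read kinetically (ex 480/em 530) during compound addition, then stimulated with an EC20 of TRH (10 nM final). Enhancement of the Gq-mediated intracellular calcium response was scored.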
TRHR ag = activates the human TRH receptor; P34981; TRHR cells, calcium flux fluo-8, FDSS agonist mode; activation, % at 2 µM; 0.18% of 360,000 active; AID 493084; in the data active means activation above about 30%; further: 0% is about no effect
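Steps: seed TRHR cells overnight; add fluo-8 no-wash Ca dye, RT 30 min–1.5 h; record 10 s baseline; pin-transfer compounds; monitor fluorescence 1 cycle/s for the agonist window. Calcium increases flag candidate agonists.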
TrxR1 substrate = is turned over as a substrate by rat TrxR1. O89049. purified TrxR1 substrate turnover, NADPH consumption readout. Potency, µM (doses to about 114 µM), inactives show at the top dose activity change, negative = substrate turnover. 0.01% of 390,000 active. AID 588456; further: potency means the concentration at half of the fitted maximal effect; on the % scale 0 is the no-effect control and ±100 the full control effect; nearly all actives have a fitted effect of over 50% in size
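Rat TrxR1, dispensed at 90 nM, was prereduced with 400 uM NADPH (final) for 5 min at ~22 deg C, then incubated with compound 15 min before 400 uM selenite. A first-read NADPH fluorescence drop versus no-compound background flagged substrates.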
D2 agonist = activates the human D2 dopamine receptor | P14416 | HEK293 T-REx D2 cells, calcium flux agonist mode | activation, % at 2 µM | 0.53% of 340,000 active | AID 485358;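 active means activation over 3 SD above normal in the single-dose calcium agonist read, cut at about 30% in these data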; further: 0% is about no effect
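Tetracycline-induced HEK293 T-REx cells with force-coupled D2 receptor, plated overnight at 30 C, loaded with no-wash calcium dye. After a 10 s baseline, compound was pin-added and calcium flux read kinetically for 180 s; calcium rises flagged agonists.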
PI4K2A inh = inhibitors of human PI4K2A. Q9BTU6. purified PI4K2A, ADP-Glo luminescence, 1 h; active compounds read low. activity change, negative = inhibition, % at 76.9 µM. 0.13% of 420,000 active; in the data active means activity change below about -50%; inconclusive means mostly about -30% to -49%;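 further: -100% = wells without enzyme as full effect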
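PI4K2A activity was measured by ADP-Glo luminescence: enzyme (4 ug/mL stock) and phosphatidylinositol (1.2 mM stock) in Tris pH 7.5/MgCl2/EGTA/Triton X-100 buffer were reacted with ATP (300 microM stock) for one hour at ambient temperature.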
D2 antag = antagonizes the human D2 dopamine receptor; P14416; HEK293 TREx D2 cells, calcium flux, dopamine EC80; inhibition, % at 10 µM; 2% of 340,000 active; AID 485344; in the data active means inhibition above about 30%; further: 0% is about no effect
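Overnight-induced (tetracycline, 30 C) HEK293 T-REx cells carrying force-coupled D2 receive a no-wash calcium dye, then compound, then EC80 dopamine at 180 s; signals are read kinetically throughout.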
mIDH1 inhibitor = blocks human mutant IDH1 R132H enzyme; 0.093% of 390,000 active; AID 602179; IDH1-R132H enzyme, NADPH consumption, diaphorase/resazurin fluorescence; Potency, µM (titrated, usually from 76.6 µM), for inactives: top-dose activity change, negative = inhibition, usual class: inhibitors; further: potency means the concentration at half of the fitted maximal effect; on the % scale 0 is the no-effect control and ±100 the full control effect; nearly all actives have a fitted effect of over 65% in size
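IDH1-R132H (0.5 ug/mL) preincubated 30 min with compound, then NADPH (0.016 mM) and alpha-KG (2 mM) added; 80 min at RT, pH 7.5. Remaining NADPH coupled via diaphorase/resazurin to fluorescence (540/590 nm); concentration-response curves normalized to no-enzyme control.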
USP1-UAF1 inh = USP1/UAF1 (human) deubiquitinase inhibition; O94782; recombinant USP1/UAF1, Ub-Rhodamine cleavage fluorescence; Potency, µM (series often up to 57.1 µM), inactives show at the highest dose activity change, negative = inhibition, usual class: inhibitors; 0.23% of 390,000 active; AID 743255; further: potency means the concentration at half of the fitted maximal effect; on the % scale 0 is the no-effect control and ±100 the full control effect; nearly all actives have a fitted effect of over 60% in size; inactives centre near -12
Target sequence (O94782 whole entry, looked up): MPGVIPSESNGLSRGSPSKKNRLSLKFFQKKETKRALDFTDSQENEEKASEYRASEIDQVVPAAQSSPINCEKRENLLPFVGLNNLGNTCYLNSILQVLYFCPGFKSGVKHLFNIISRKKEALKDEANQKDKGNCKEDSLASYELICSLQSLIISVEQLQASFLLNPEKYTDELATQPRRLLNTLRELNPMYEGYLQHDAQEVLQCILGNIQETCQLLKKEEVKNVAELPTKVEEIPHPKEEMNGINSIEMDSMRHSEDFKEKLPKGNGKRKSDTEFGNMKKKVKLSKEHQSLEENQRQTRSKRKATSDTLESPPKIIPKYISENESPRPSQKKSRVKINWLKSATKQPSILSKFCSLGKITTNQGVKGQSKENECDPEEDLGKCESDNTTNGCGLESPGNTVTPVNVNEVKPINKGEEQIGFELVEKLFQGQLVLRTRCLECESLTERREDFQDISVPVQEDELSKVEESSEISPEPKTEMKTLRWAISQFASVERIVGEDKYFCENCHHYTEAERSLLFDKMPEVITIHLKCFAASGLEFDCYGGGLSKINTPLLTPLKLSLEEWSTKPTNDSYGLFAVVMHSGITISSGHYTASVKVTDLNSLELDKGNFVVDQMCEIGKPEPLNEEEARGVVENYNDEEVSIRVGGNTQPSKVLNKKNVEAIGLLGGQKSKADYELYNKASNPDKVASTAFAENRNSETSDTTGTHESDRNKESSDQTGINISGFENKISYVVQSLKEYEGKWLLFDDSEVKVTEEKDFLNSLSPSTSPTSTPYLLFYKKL
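1 nM enzyme complex + cpd, 15 min RT; start with Ub-Rho 150nM final; kinetic fluorescence ex 480/em 540, 6 reads q60 s. Buffer 50mM HEPES pH 7.8, 0.5mM EDTA, 0.1 mg/ml BSA, 1mM TCEP, 0.01% Tween-20.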
TrxR1 inh = inhibitors of rat thioredoxin reductase 1; Potency, µM (top dose mostly 114 µM), for the others: at the top dose activity change, negative = inhibition, most hits filed as inhibitors; recombinant rTrxR1, NADPH fluorescence consumption, selenite substrate; AID 588453; 1% of 390,000 active; O89049; further: potency means the concentration at half of the fitted maximal effect; on the % scale 0 is the no-effect control and ±100 the full control effect; nearly all actives have a fitted effect of over 65% in size
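Rat TrxR1 (90 nM in the dispensed reagent) was pre-reduced with 400 uM NADPH for 5 min at room temperature, then incubated with compound for 15 min. After 400 uM selenite was added, NADPH fluorescence (Ex 340/Em 450 nm) was followed for 8 min.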
Active calls of the source: *; ? = inconclusive; · = no result given; & = joins results of further samples; [ ] = another dose, or the depositor's remark. Unless noted, the call rests on the fitted dose curve; in most records, active means well fitted inhibition curve with a large enough effect; inconclusive means small, poorly fitted or top-dose-only effect; inactive means no such curve, though single readings can be large or run the other way.

Values in the order – TRHR enhancer, TRHR ag, TrxR1 substrate, D2 agonist, PI4K2A inh, D2 antag, mIDH1 inhibitor, USP1-UAF1 inh, TrxR1 inh
1: O=C(Cc1ccc(Cl)cc1)OCC(=O)N1CCCCCC1
 : ·, ·, 9.2%[57.1 µM], ·, 2.6, ·, 3.2%, -7.9%, 17.1%[57.1 µM]
2: N/C(CC(=O)Nc1ccc(F)cc1F)=N\OC(=O)c1cccs1
 : -1.4, -0.4, 4.9%, ·, 6.6, ·, 3.1%, -8.6%, 24.9%
3: CCCCOc1ccc(C(=O)NCC(=O)N2CCN(C(=O)c3ccco3)CC2)cc1
 : 6.6, -1.4, -1.4%, -0.8, 3.4, 9.5, 4.8%, -8.5%, 0.4%
4: O=C(NCCN1CCOCC1)c1ccc2c(c1)N(Cc1ccc(Cl)cc1)CCS2
 : -10.4, 0.1, 102.8%[activator], -0.6, -3.4, -10.8, 2.7%, -13.6%, 3.2%
5: COc1ccccc1N1CCN(C(=O)C(C)N(c2ccccc2)S(C)(=O)=O)CC1 (stereo unspecified)
 : -0.2, -0.9, -5.0%, -0.2, -5.5, -9.0, 3.3%, -9.6%, -10.8%
6: O=C(c1ccccc1)C1CC=CCC1C(=O)c1ccccc1 (stereo unspecified)
 : ·, ·, 7.3%[57.1 µM], ·, 6.7, ·, 5.2%, -20.3%, 0.4%[2.29 µM]
7: CCOc1cccc(OCCn2cnc3ccccc3c2=O)c1
 : 0.7, -0.3, 6.5%[57.1 µM], 0.3, -9.9, 2.1, 0.1%, -2.1%, -3.8%[57.1 µM]
8: COc1ccc(C2=CSC3=NCCN23)cc1Br
 : ·, ·, 2.5%[57.1 µM], ·, 0.3, ·, -3.9%, -3.6%, 13.5%[57.1 µM]
9: O=C(NCc1cccc(Cl)c1)c1ccc(CS(=O)Cc2ccccc2Cl)o1 (stereo unspecified)
 : 0.8&0.7, -0.6&0.3, 1.1%&-1.5%, -0.1, 7.4&2.3, -6.9, -1.4%&-1.1%, -22.2%&5.1%, -1.2%&13.2%
10: COc1ccc(-c2cc(C(F)(F)F)n3nc(C(=O)NCCN4CCOCC4)cc3n2)cc1
 : -1.3, -0.9, 64.4%[activator][57.1 µM], 0.1, 6.9, -0.7, 1.7%, 4.7%, -0.3%[57.1 µM]
11: CN1C(=O)C(CC(=O)Nc2ccccc2F)N(NC(=O)c2ccc(Br)cc2)C1=S (stereo unspecified)
 : -20.3, -1.6, 5.6%, 0.2, 2.3, -18.0, 0.7%, -11.2%, 13.7%
12: O=C(CNC(=O)C1CCCCC1)NNC(=O)c1ccccc1Br
 : 19.5, 0.9, -4.4%, 0.2, 1.9, 0.4, 3.7%, -2.5%, 1.1%
13: CN(C)c1nc(N)nc(N(c2ccccc2)c2ccccc2)n1
 : 4.0, 0.2, 2.1%, 1.1, -2.3, 1.9, -5.8%, -26.3%, 19.0%
14: CC(C)CCC(C)NC(=O)Cc1ccc(S(=O)(=O)N2CCOCC2)s1 (stereo unspecified)
 : -2.1, -0.1, -2.4%, 0.4, -1.2, -1.9, 9.9%, -15.4%, 12.5%
15: O=C(OCC(=O)c1c[nH]c2ccccc12)c1cccc([N+](=O)[O-])c1
 : -5.8, -0.2, -5.1%, ·, 4.1, ·, 20.1%, -8.0%, 12.9%
16: CCC1CCCCN1C(=S)NC1CCCCC1 (stereo unspecified)
 : -1.3, 0.9, -4.1%, -0.6, 3.6, -2.3, 4.8%, -16.3%, -8.1%
17: Cc1cc(NC(=O)Nc2ccccc2[N+](=O)[O-])no1
 : -1.2, 0.0, 1.9%[57.1 µM], 1.1, 0.1, 12.4, 16.4%, -1.9%, 18.9%[57.1 µM]
18: Cc1nc(N/C(N)=N/S(=O)(=O)c2ccc([N+](=O)[O-])cc2)nc2ccccc12
 : 9.0, 0.1, 12.2%[57.1 µM], 1.5, 3.0, -13.9, -2.0%, -16.3%, 18.2%[57.1 µM]
19: O=C(NCCNCc1ccccn1)c1ccco1
 : 5.8, 0.2, 1.4%[57.1 µM], 1.3, 15.1, -20.1, 10.2%, -16.4%, 15.1%[57.1 µM]
20: O=C(CSc1nc2sc3c(c2c(=O)[nH]1)CCC3)NCCO
 : -5.2, -0.2, 0.6%, 0.6, -1.7, -3.3, 4.1%, -8.1%, -3.6%

In another format: two of the compounds above
3: CCCCOc1ccc(C(=O)NCC(=O)N2CCN(C(=O)c3ccco3)CC2)cc1
  TRHR enhancer: 6.6; TRHR ag: -1.4; TrxR1 substrate: -1.4%; D2 agonist: -0.8; PI4K2A inh: 3.4; D2 antag: 9.5; mIDH1 inhibitor: 4.8%; USP1-UAF1 inh: -8.5%; TrxR1 inh: 0.4%
1: O=C(Cc1ccc(Cl)cc1)OCC(=O)N1CCCCCC1
  TRHR enhancer: ·; TRHR ag: ·; TrxR1 substrate: 9.2%[57.1 µM]; D2 agonist: ·; PI4K2A inh: 2.6; D2 antag: ·; mIDH1 inhibitor: 3.2%; USP1-UAF1 inh: -7.9%; TrxR1 inh: 17.1%[57.1 µM]

The listing continues:
Values in the order – TRHR enhancer, TRHR ag, TrxR1 substrate, D2 agonist, PI4K2A inh, D2 antag, mIDH1 inhibitor, USP1-UAF1 inh, TrxR1 inh
21: CCN(c1cccc(C)c1)S(=O)(=O)c1ccc(-c2ccc(=O)[nH]n2)o1
 : 7.0, -0.3, -0.8%, 0.1, -2.2, 10.2, -16.3%, -4.2%, -6.7%
22: COC(=O)c1ccccc1OC(=O)c1cc[n+]([O-])cc1
 : 4.4, 0.1, -5.4%, 0.7, 3.5, -16.6, 2.4%, -21.4%, -10.8%
23: CCCCOCCCNC(=O)c1c(-c2ccccc2)noc1C
 : 0.9, -0.5, -0.7%, 0.5, -1.7, 4.1, 2.3%, 1.0%, 2.9%
24: CN(CC(=O)N1CCN(Cc2ccccc2)CC1)S(=O)(=O)c1cccc2nsnc12
 : 11.7, -0.1, -11.7%, 0.5, 2.4, -3.2, -4.9%, -10.0%, -7.6%
25: CCc1cccc(NC(=O)C(NS(=O)(=O)c2ccc3nc(C)sc3c2)C(C)C)c1 (stereo unspecified)
 : -1.0, -1.1, 0.2%, -0.4, 8.0, ·, 4.7%, -26.9%, 6.2%
26: O=[N+]([O-])c1ccc(Cl)c(S(=O)(=O)Nc2ccc(S(=O)(=O)N3CCOCC3)cc2)c1
 : 3.0, 0.2, -12.6%, 0.2, 1.2, -11.4, -5.4%, -17.0%, 7.2%[57.1 µM]
27: CS(=O)(=O)N1CCN(CC(=O)NC2CCCC2)CC1
 : -1.7, -0.2, 2.2%, -0.1, -2.8, -6.6, 4.2%, -13.0%, 19.7%
28: CC12CN3CC(c4ccccc4)(CN(C1)C3c1ccc(Cl)cc1)C2=O (stereo unspecified)
 : 3.5, 0.7, -3.4%, 1.2, -0.2, ·, -7.4%, -30.9%, 17.4%
29: COc1ccc(OC)c(CCNC(=O)C(=O)Nc2ccc3nc4n(c(=O)c3c2)CCCCC4)c1
 : 9.1, -2.1, -4.1%, -0.8, 4.4, 2.0, -9.8%, -4.3%, 3.9%
30: CCN(CC)S(=O)(=O)c1ccc(C(=O)OCCN2C(=O)c3cccc4c(N5CCOCC5)ccc(c34)C2=O)cc1
 : 2.9, 5.4, 5.1%[57.1 µM], 3.8, 3.0, 6.3, -0.9%, ?, 7.2%[57.1 µM]
31: COc1ccc([N+](=O)[O-])cc1-n1cnnn1
 : 14.8, 1.5, -7.1%, 1.3, -2.6, 0.3, -1.5%, -6.8%, 9.8%[57.1 µM]
32: COC(=O)C1CCN(C(c2ccccc2)c2sc3nc(-c4ccco4)nn3c2O)CC1 (stereo unspecified)
 : 0.2, 0.0, -3.0%[57.1 µM], -1.6, 61.5, ·, -17.7%, -12.0%, 14.1%[57.1 µM]
33: CC(C)Oc1ccc(CCc2n[nH]c(=S)n2Cc2ccccc2)cc1
 : 14.2, 0.4, -2.5%, 0.7, -1.2, 8.9, 6.3%, -14.5%, -15.1%
34: CC(=O)NN1C(=O)c2ccccc2NC1c1ccccc1F (stereo unspecified)
 : 10.1, -0.9, 76.0%[activator], 0.3, 5.3, -1.7, 6.1%, -17.1%, -9.3%
35: O=C(Nc1cccc(F)c1)C1CCN(C(=O)Cc2ccccc2)CC1
 : 2.7, 0.1, -2.4%, 0.7, 7.1, 7.7, 4.3%, -19.3%, 12.4%
36: CCc1ccccc1N(C)C(=O)c1cc2c(s1)-c1c(C)cccc1OC2
 : 3.7, 0.2, -0.3%, ·, 4.1, ·, -4.3%, -4.9%, 10.9%
37: CCOC(=O)N/N=C(\c1ccccc1)C(O)c1ccccc1 (stereo unspecified)
 : -8.6, 1.0, -1.0%[57.1 µM], -1.6, -1.4, 26.8, 1.3%, -11.3%, 14.5%[57.1 µM]
38: COc1ccc(S(=O)(=O)Oc2c(OC)cc(C(=S)N3CCOCC3)cc2OC)cc1
 : -1.2, 0.3, 4.6%, 0.7, -21.6, -8.6, 2.4%, -19.1%, 9.5%
39: Cc1noc(C)c1S(=O)(=O)N1CCC(C(=O)Nc2ccc(Br)cc2)CC1
 : 4.1&3.1, 0.2&-0.2, -7.6%&-7.3%, 0.9&-0.2, 8.3&-1.5, -6.7, 4.3%&13.3%, -7.5%&-15.6%, -12.3%&1.7%
40: CCC(C)(C)C1CCC(=NNS(=O)(=O)c2ccc(C)c([N+](=O)[O-])c2)CC1 (stereo unspecified)
 : -2.3, 0.3, 4.6%, 0.0, 7.2, -6.3, 7.9%, -20.5%, 1.7%
41: O=C(O)c1cccc(NC(=O)c2ccccc2NC(=O)c2ccco2)c1
 : 14.1, -0.2, 1.3%, 0.8, -4.9, -12.4, -6.1%, -23.1%, 4.0%
42: Cc1ccc(C)c(N(CC(N)=O)S(C)(=O)=O)c1
 : 4.9, 1.2, -7.7%, -0.9, 0.6, -19.3, 4.7%, -3.7%, -8.1%
43: O=C(COC(=O)/C=C/c1ccc(Cl)c(Cl)c1)NC1CCS(=O)(=O)C1 (stereo unspecified)
 : 5.8, 0.5, -1.8%, 0.2, 1.0, -4.7, 4.6%, -14.7%, -4.2%
